Source: PubChem (Southern Research Specialized Biocontainment Screening Center)
Salmonella PhoP GFP: PhoP regulon inhibitors, Salmonella typhi PhoP promoter GFP reporter, confirmatory (AID 1850). Salmonella Typhi PhoP-promoter GFP reporter, fluorescence, 4 h; higher % means a stronger effect. one-dose inhibition, % at 50 µM; IC50 in µM for titrated hits. 310,000 compounds, 0.33% hits; in the data active = a potency from the dose series; inconclusive = inhibition mostly from about 25% at the one dose, without a potency; inactive = the rest, 99 in 100 with inhibition below about 19%;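 also: 0% = induced wells with vehicle and 100% = uninduced wells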
M. tuberculosis HTS: M. tuberculosis growth inhibition, HTS (AID 449762); M. tuberculosis H37Rv growth inhibition, 7H9 media; higher % means a stronger effect; one-dose inhibition, % at 25 µM; IC50 in µM for titrated hits; 330,000 compounds, 0.59% hits; in the data active = a potency from the dose series; inconclusive = inhibition above about 70% without an active follow-up result;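 also: bacterial growth assessed after seven days of incubation; strong numbers were not always called active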
M. tuberculosis: growth inhibition of non-replicating M. tuberculosis (AID 488890). Mycobacterium tuberculosis non-replicating, growth inhibition; higher % means a stronger effect. inhibition, % at 25 µM, or IC50 in µM where a hit was titrated. 320,000 compounds, 0.39% hits; in the data active = a potency from the dose series; inconclusive = inhibition mostly from about 82% at the one dose, without a potency; inactive = the rest, 99 in 100 with inhibition below about 76%;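 also: plate controls were DMSO cells for no effect and high antibiotic wells for full effect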
H1N1 NS1A inhibition: H1N1 influenza NS1A inhibitors, functional cell based assay (AID 504329); NS1A functional cell-based assay, percent inhibition; higher % means a stronger effect; inhibition, % at 12.5 µM; hits with a dose series show IC50 in µM; 340,000 compounds, 0.3% hits; in the data active = a potency from the dose series; inconclusive = inhibition above about 27% without an active follow-up result; also: strong numbers were not always called active
inhibitors of VEEV: inhibitors of VEEV TC-83 cytopathic effect, confirmation, Vero cells (AID 588727) | Vero cells, VEEV TC-83 cytopathic effect inhibition; higher % means a stronger effect | inhibition, % at 20 µM; hits with a dose series show IC50 in µM | 350,000 compounds, 0.13% hits; in the data active = a potency from the dose series; inconclusive = inhibition mostly from about 14% at the one dose, without a potency; inactive = the rest, 99 in 100 with inhibition below about 12%; also: strong numbers were not always called active
inhibitors of VEEV 10K pilot screen: further read-out of inhibitors of VEEV, marked with its call; inhibition, %; measured here: 10K pilot screen inhibition
* = called active by the depositor; i = inactive; ? = inconclusive; / = no result given; & = joins results of further samples.

SMILES	Salmonella PhoP GFP	M. tuberculosis HTS	M. tuberculosis	H1N1 NS1A inhibition	inhibitors of VEEV	others
O=C(Nc1ccc(-c2nnc(-c3ccco3)o2)cc1)C(c1ccccc1)c1ccccc1	-15%	2%	-2%	16%	0.6%
CCNC(=O)NC(=O)C(C)OC(=O)Cc1coc2cc3c(cc12)CCC3 (stereo not given)	-3%	5%	50%	-8%	1.8%
COc1ccc(S(=O)(=O)N2CCN(CC(=O)Nc3cccc(F)c3)CC2)cc1	0%	-9%	1%	0%	5.4%
CCc1ccc(NC(=O)C(=O)N/N=C(\C)CC(=O)NCCOC)cc1	5%	?	60%	-8%	6.8%
CCCCc1nc2cc(C(=O)NCc3cn(C)nc3C)ccc2o1	-7%	0%	-2%	-8%	i
Cc1onc(-c2c(F)cccc2Cl)c1C(=O)NCc1ccc(S(N)(=O)=O)cc1	/	1%	5%	-6%	0.4%
CC(=O)c1ccc(C(=O)N2CCc3c([nH]c4ccccc34)C2c2cccc(C)n2)s1 (stereo not given)	6%	7%	30%	18%	8.2%
O=C(CC1CCCC1)NCCc1cn2ccccc2n1	1%	6%	-11%	-5%	0.0%	inhibitors of VEEV 10K pilot screen=0.2
O=C(O)c1[nH]c2ccc(Br)cc2c1CCN1C(=O)c2cccc([N+](=O)[O-])c2C1=O	33%	1%	3%	-3%	0.5%
NS(=O)(=O)c1cccnc1Nc1c(Cl)cccc1Cl	13%	9%	8%	-21%	1.0%
CCCc1cc(=O)oc2cc(OCC(=O)N3CCOCC3)c(Cl)cc12	-23%	3%	-14%	-7%	1.3%
C#CCOCCOCCOCCNc1nc(N2CCN(C(=O)C([C@@H](C)CC)n3cc(C(N)Cc4ccc(O)cc4)nn3)CC2)nc(N2CCN(C(=O)[C@H](CCC(=O)O)n3cc(C(N)Cc4ccc(O)cc4)nn3)CC2)n1 (stereo not given in full)	-1%	-9%	25%	1%	0.4%
Cc1c(C2(O)CCCCC2)[nH]c2ccc(C(F)(F)F)cc12	/	?	48%	-13%	i
O=c1oc(-c2ccc([N+](=O)[O-])cc2)nc2ccc(O)cc12	-1%	40%	61%	12%	6.8%
COc1cc(C(=O)Nc2nnc(SCC(=O)NCC3CCCO3)s2)cc(OC)c1OC (stereo not given)	-6%	4%	-2%	-6%	6.0%
Cc1cc(=O)n(CC=C(Cl)Cl)c2ccccc12	5%	-8%	3%	4%	1.4%
Cc1csc(NC(=O)C2CCCN(S(=O)(=O)c3ccc(Br)s3)C2)n1 (stereo not given)	-11%	30%	21%	5%	6.7%
Cc1ccc(S(=O)(=O)N2CCC(C(=O)OCc3c(C)noc3C)CC2)cc1C	12%	-9%	-12%	-11%	5.3%
CCC(C)(C)NC(=O)Nc1cc(Cl)ccc1OC	-4%	4%	24%	8%	i
CCN(CC)CC(=O)Nc1ccc(C)cc1Br	4%	4%	2%	0%	i
Cc1cc(NS(=O)(=O)c2ccc(NC(=O)C(CC(C)C)N3C(=O)c4ccccc4C3=O)cc2)nc(C)n1 (stereo not given)	-1%	0%	-7%	-4%	1.9%
Cc1ccccc1NC(=O)Nc1ccc(C(F)(F)F)cc1	-5%	?	56%	-6%	0.5%
Cn1c(=O)cc(N2CCCCC2)[nH]c1=O	5%	-6%	4%	-4%	1.0%
Cc1ccc(C2C(C#N)=C(N)N(c3cccnc3)C3=C2C(=O)CCC3)s1 (stereo not given)	-9%	6%	-1%	11%	0.1%
COc1ccc(/C(C)=N/NC(=O)CNC(=O)C(c2ccccc2)c2ccccc2)c(OC)c1	5%	2%	22%	-2%	3.1%
Nc1nc(Nc2ccccc2Cl)cc(=O)[nH]1	-17%	-1%	-7%	-3%	i
O=C(CSc1ncn[nH]1)Nc1ccccc1Sc1ccc(Cl)cc1	-1%	2%	36%	9%	8.0%
COc1ccc(/C=N/Nc2nc(=O)[nH]nc2C)cc1[N+](=O)[O-]	-6%	1%	-13%	-32%	0.3%
COC(=O)c1ccc(NC(=O)C(=O)N2CCN(C(=S)NCCc3ccccc3)CC2)cc1	2%	19%	?	5%	1.9%
COc1ccccc1NC(=O)CON=C(N)CC(=O)NC1CCCCC1	/	-3%	54%	-12%	5.0%
CCCOc1cccc(C2C(C(=O)c3ccco3)=C(O)C(=O)N2CCN(CC)CC)c1 (stereo not given)	4%	-3%	17%	4%	5.7%
CC(C)(C)c1ccc(NC(=O)C(=O)C2C(=O)Nc3ccccc32)cc1 (stereo not given)	-10%	13%	?	-1%	2.5%
O=C(NCc1ccco1)C(c1ccccc1)N(C(=O)Cc1cccs1)c1ccccc1 (stereo not given)	-7%	0%	-7%	6%	5.1%
Cc1ccc(-n2nnc(-c3nccn3C)n2)cc1	-30%	2%	-3%	-6%	0.5%
O=C(O)CC(CC(=O)N1CCOCC1)c1ccccc1 (stereo not given)	-4%	1%	-6%	-24%	1.0%
C=CC[N+]1(CC#CCOC(c2ccccc2)c2ccccc2)CCOCC1	0%	-13%	-7%	9%	0.7%

Part of the list above in order of number of heavy atoms, rising:
SMILES	Salmonella PhoP GFP	M. tuberculosis HTS	M. tuberculosis	H1N1 NS1A inhibition	inhibitors of VEEV	others
Cn1c(=O)cc(N2CCCCC2)[nH]c1=O	5%	-6%	4%	-4%	1.0%
Nc1nc(Nc2ccccc2Cl)cc(=O)[nH]1	-17%	-1%	-7%	-3%	i
CCN(CC)CC(=O)Nc1ccc(C)cc1Br	4%	4%	2%	0%	i
Cc1ccc(-n2nnc(-c3nccn3C)n2)cc1	-30%	2%	-3%	-6%	0.5%
O=C(O)CC(CC(=O)N1CCOCC1)c1ccccc1 (stereo not given)	-4%	1%	-6%	-24%	1.0%
Cc1ccccc1NC(=O)Nc1ccc(C(F)(F)F)cc1	-5%	?	56%	-6%	0.5%
COc1ccc(/C=N/Nc2nc(=O)[nH]nc2C)cc1[N+](=O)[O-]	-6%	1%	-13%	-32%	0.3%
O=C(CSc1ncn[nH]1)Nc1ccccc1Sc1ccc(Cl)cc1	-1%	2%	36%	9%	8.0%
CC(C)(C)c1ccc(NC(=O)C(=O)C2C(=O)Nc3ccccc32)cc1 (stereo not given)	-10%	13%	?	-1%	2.5%
COc1ccccc1NC(=O)CON=C(N)CC(=O)NC1CCCCC1	/	-3%	54%	-12%	5.0%
C=CC[N+]1(CC#CCOC(c2ccccc2)c2ccccc2)CCOCC1	0%	-13%	-7%	9%	0.7%
Cc1ccc(S(=O)(=O)N2CCC(C(=O)OCc3c(C)noc3C)CC2)cc1C	12%	-9%	-12%	-11%	5.3%
O=C(NCc1ccco1)C(c1ccccc1)N(C(=O)Cc1cccs1)c1ccccc1 (stereo not given)	-7%	0%	-7%	6%	5.1%
COC(=O)c1ccc(NC(=O)C(=O)N2CCN(C(=S)NCCc3ccccc3)CC2)cc1	2%	19%	?	5%	1.9%
COc1ccc(/C(C)=N/NC(=O)CNC(=O)C(c2ccccc2)c2ccccc2)c(OC)c1	5%	2%	22%	-2%	3.1%
Cc1cc(NS(=O)(=O)c2ccc(NC(=O)C(CC(C)C)N3C(=O)c4ccccc4C3=O)cc2)nc(C)n1 (stereo not given)	-1%	0%	-7%	-4%	1.9%

Next section:
SMILES	Salmonella PhoP GFP	M. tuberculosis HTS	M. tuberculosis	H1N1 NS1A inhibition	inhibitors of VEEV	others
O=C(COC(=O)CSc1ccc(Cl)cc1)Nc1ccc2[nH]c(=O)[nH]c2c1	/	-3%	1%	2%	i
O=C(CCNC(=O)c1ccc(Cl)cc1)Nc1nc2ccccc2[nH]1	/	0%	2%	-109%	3.0%
Nc1cc(=O)n(Cc2ccccc2)c(=O)n1-c1ccc(Cl)cc1	-13%	0%	-3%	-5%	1.4%
CCOC(=O)C1CCN(C(=O)/C(=C/c2ccccc2)NC(=O)c2ccccc2)CC1	-1%	1%	5%	-3%	0.6%
c1ccc(-n2c(Cc3cccnc3)nc3cnccc32)cc1	4%	8%	8%	8%	1.1%
O=C(Nc1ccc2c(c1)CCC2)c1ccc(F)c(S(=O)(=O)N2CCOCC2)c1	-6%	-3%	-4%	17%	0.3%
CC(=O)Oc1ccc2oc(=O)c3c(c2c1)CCCN3C(=O)CN1CCN(c2ncccn2)CC1	0%	-4%	-20%	-12%	2.5%
CCOc1ccc2nc3cc(N=Nc4ccc(N)nc4N)ccc3c(N)c2c1	/	/	/	28%	7.3%
C/C(N)=C(/C#N)C(=O)CSc1nnc(COc2ccccc2Cl)o1	7%	4%	-13%	11%&-4%	1.9%&4.5%
Cc1cccc(C)c1NC(=O)C1c2ccccc2Oc2ccccc21	-12%	0%	-5%	-3%	0.2%
Cc1c(C)n(Cc2ccccc2)c2ccc(C(=O)OCCCN(C)C)cc12	13%	-3%	?	44µM*	i
CN(C(=O)c1ccc(NC(=O)Cc2ccc(NC(=O)C3CCCN(C(=O)C4CCCCC4)C3)cc2)cc1)C1CCCC1 (stereo not given)	/	/	/	-14%	i
CCOc1ccccc1NC(=O)c1ccc(S(=O)(=O)N2CCCCC2)cc1	-28%	5%	-1%	1%	5.5%
O=C(Cc1ccc(Cl)cc1)NCCCNC(=O)c1cccnc1	3%	-4%	-6%	12%	i
Oc1ccccc1CN1CCCN(Cc2ccccc2O)C1	-2%	-11%	-1%	0%	2.9%
FC(F)(F)c1nnc2ccc(N3CCCCCC3)nn12	0%	-4%	/	-2%	6.4%
O=C(O)c1cccc2c1C(=O)c1cc(Br)ccc1S2(=O)=O	/	-23%	-11%	2%	0.2%
CCOC(=O)C1CCCN(c2c(N3CCN(c4ccccn4)CC3)c(=O)c2=O)C1 (stereo not given)	-7%	4%	7%	7%	0.5%
COc1ccc(NC(=S)NC(=O)c2cc3ccccc3o2)c(OC)c1	-8%	4%	-3%	-10%	7.2%
COc1ccc(CNC(=O)CNC(=O)CNS(=O)(=O)c2ccc(C)c(C)c2)cc1	-2%	6%	6%	7%	1.8%
COc1ccc(Oc2ccc(C(F)(F)F)cc2N)cc1	3%	10%	69%	9%	2.1%
COc1ccc(C2Nc3ccccc3C(=O)N2c2ccccc2)cc1COc1ccccn1 (stereo not given)	-12%	-5%	23%	-7%	2.9%
COc1ccc(N2C(=O)C(CC(=O)Nc3ccc(F)cc3)N(CCc3ccc(OC)c(OC)c3)C2=O)cc1 (stereo not given)	-5%	2%	2%	7%	3.2%
O=C(CN1CCN(S(=O)(=O)c2ccc(F)c(Cl)c2)CC1)N1CCOCC1	/	-4%	-11%	-3%	0.9%
COc1ccc(N2CCN(CCNS(=O)(=O)c3ccc(C)cc3)CC2)cc1	0%	6%	0%	8%	0.2%
CN(C)C(CNC(=O)Cc1c(Cl)cccc1Cl)c1ccccc1 (stereo not given)	3%	-5%	18%	-1%	1.4%
Cc1ccc(NC(=O)C2CCN(S(=O)(=O)c3ccc(N4CCCC4=O)cc3)CC2)cc1Cl	7%	9%	11%	-10%	i
COC(=O)c1sc(C(C)(C)C)cc1CSc1ccccc1	17%	7%	15%	-26%	1.9%
Cc1ccc(S(=O)(=O)/N=S(\C)CC2CC2(Cl)Cl)cc1 (stereo not given)	-5%	-5%	-3%	0%	1.0%
C=CCNC(=S)/N=c1/ccccn1Cc1ccccc1	-3%	0%	63%	-3%	i
O=C(COc1cccc([N+](=O)[O-])c1)N/N=C/c1ccco1	20%	6%	21%	9%	i
COc1cc(C)ccc1S(=O)(=O)N1CCCCCC1	1%	34%	3%	-18%	0.1%
CC1CCc2c(nc3sc4c(c3c2N)CCCC4)C1 (stereo not given)	4%	?	?	5%	1.1%
Cc1ccc(NC(=O)c2ccc([N+](=O)[O-])cc2Cl)nc1	-3%	-3%	-3%	14%	i
COc1ccccc1OCCOc1ccc(/C=N/n2cnnc2)cc1	-11%	4%	5%	0%	1.6%
Clc1ncn(CCOc2ccccc2)c1Cl	4%	-6%	9%	1%	1.3%
c1ccc(-c2ccncc2)cc1	/	3%	-5%	-2%	0.3%
COc1ccc(C)cc1S(=O)(=O)NNc1nc(C)cc(C)n1	/	6%	2%	0%	3.7%
Nc1nc(SCc2ccccc2Cl)nc2nc3c(cc12)CCCC3	-11%	1%	6%	-3%	1.9%
COC(=O)C1c2ccccc2-c2ccccc21	/	/	/	-4%	0.7%
COc1ccc(NC(=O)CSCC(=O)Oc2c(OC)cccc2OC)cc1	-7%	10%	1%	-8%	1.1%
CCO[C@H]1OC(C(=O)Nc2ccccc2)=C[C@@H](c2ccc(Br)cc2)[C@@H]1CCCO	0%	34%	24%	-7%	6.6%
CSc1ccccc1NC(=O)CSc1nncs1	3%	-1%	4%	-20%	0.5%
